ELG1 genotoxic: inducers of genotoxicity in HEK293T ELG1-luciferase cells | 330,000 compounds, 1.3% hits | HEK293T ELG1-luciferase reporter, luminescence, 16 h | Potency, µM (doses to about 46 µM), inactives show top-dose activity change, positive = activation, most hits filed as activators | AID 504466; also: % of control where 0% means no effect; nearly all actives have a fitted effect of over 60% in size
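Genotoxic stress is detected as increased luminescence from luciferase-tagged ELG1 in HEK293T cells, measured with ONE-Glo after a 16 hr treatment at 37 °C.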
RORg inh: ROR gamma (mouse) transcription inhibition. P51450. Drosophila S2 Gal4-RORgamma UAS-luciferase reporter, 20 h. Potency, µM (doses to about 53.6 µM), inactives show at the top dose activity change, negative = inhibition, actives largely listed as inhibitors. 310,000 compounds, 5.4% hits. AID 2551; also: % is scaled to controls: 0 for no effect and ±100 for the full control effect; nearly all actives have a fitted effect of over 60% in size
Target sequence (P51450 whole entry, looked up, the tested form may be a part): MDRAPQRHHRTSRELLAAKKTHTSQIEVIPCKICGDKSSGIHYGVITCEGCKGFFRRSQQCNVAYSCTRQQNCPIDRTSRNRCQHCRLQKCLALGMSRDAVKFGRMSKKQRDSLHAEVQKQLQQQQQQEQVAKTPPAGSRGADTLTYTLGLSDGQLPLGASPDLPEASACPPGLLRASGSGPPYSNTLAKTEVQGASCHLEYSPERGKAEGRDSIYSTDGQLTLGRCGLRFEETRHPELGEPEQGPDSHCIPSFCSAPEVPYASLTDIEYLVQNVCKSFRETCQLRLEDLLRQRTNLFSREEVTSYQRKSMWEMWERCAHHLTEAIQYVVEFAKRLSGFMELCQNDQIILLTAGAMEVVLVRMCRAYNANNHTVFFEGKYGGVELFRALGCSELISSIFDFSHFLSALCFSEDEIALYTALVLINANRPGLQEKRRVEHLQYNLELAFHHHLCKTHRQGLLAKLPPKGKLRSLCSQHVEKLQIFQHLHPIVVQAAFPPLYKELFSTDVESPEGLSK
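Using a luciferase readout, inhibitors were identified by reduced reporter activity in Drosophila cells coexpressing a copper-inducible Gal4–ROR gamma fusion and UAS-driven Photinus luciferase, incubated 20 hr after 700 uM copper sulfate.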
p53 reactivation: mutant p53 re-activation in reporter cells | Potency, µM (top dose mostly 92.2 µM), for the others: at the top dose activity change, positive = activation, actives largely listed as activators | H1299 p53-A138V BP100-luciferase reporter, luminescence, 24 h | 320,000 compounds, 0.063% hits; also: % of control where 0% means no effect; nearly all actives have a fitted effect of over 45% in size
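H1299 (p53-null), stable ts p53-A138V + BP100-Luc; 1000 cells/well, Opti-MEM/10% FBS; cpd 4 pt, 1:5; 24 h, 37 deg C, 5% CO2; detection reagent 10 min RT; luminescence.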
BRCA1 expr up: BRCA1 expression activation | Potency, µM (titrated, usually from 46.1 µM), inactives show at the top dose activation, most hits filed as activators | 380,000 compounds, 1.1% hits | MCF7-BRCA1-FFLuc reporter, luminescence, 48 h; response scale: scaled: vehicle 0%, 10 µM genistein 100%; also: nearly all actives have a fitted effect of over 80% in size; some results filed as inactive show a strong effect at the top dose
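Luminescence from a BRCA1-driven firefly luciferase in MCF7 cells was the read-out, taken 15 min after substrate addition following 48 h compound exposure at 37 °C. Data were normalized to a 10 microM genistein control and DMSO vehicle.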
FLuc counter: firefly luciferase modulation, counter-screen for miR-21 project | purified FLuc, Km substrates, luminescence inhibition | Potency, µM (top dose mostly 57.5 µM), for inactives: top-dose activity change, negative = inhibition, usual class: inhibitors | 360,000 compounds, 6.9% hits;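 also: plate controls were vehicle for no effect and reference inhibitor for full effect; nearly all actives have a fitted effect of over 55% in size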
Target sequence (P08659 whole entry, looked up): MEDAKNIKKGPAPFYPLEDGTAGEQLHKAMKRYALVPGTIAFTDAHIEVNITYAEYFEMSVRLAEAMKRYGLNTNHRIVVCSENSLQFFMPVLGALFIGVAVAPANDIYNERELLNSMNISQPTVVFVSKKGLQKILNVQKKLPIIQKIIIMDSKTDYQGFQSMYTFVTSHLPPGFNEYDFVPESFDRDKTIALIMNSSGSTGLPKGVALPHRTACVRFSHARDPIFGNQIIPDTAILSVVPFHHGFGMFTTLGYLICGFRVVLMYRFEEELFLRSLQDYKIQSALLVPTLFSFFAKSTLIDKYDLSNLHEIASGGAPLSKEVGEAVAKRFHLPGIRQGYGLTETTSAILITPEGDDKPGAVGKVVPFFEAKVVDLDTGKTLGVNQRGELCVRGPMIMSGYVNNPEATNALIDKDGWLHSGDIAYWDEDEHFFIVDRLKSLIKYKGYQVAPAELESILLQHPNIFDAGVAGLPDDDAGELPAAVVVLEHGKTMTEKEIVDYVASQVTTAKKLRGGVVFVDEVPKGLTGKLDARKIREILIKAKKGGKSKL
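Purified P. pyralis luciferase, 10 nM final, with Km-level 10 uM D-luciferin and 10 uM ATP in 50 mM Tris acetate pH 7.5, 10 mM Mg acetate, 0.01% Tween-20, 0.05% BSA; 6-point qHTS titration about 60 µM downward; luminescence read.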
Rab9 prom act: Rab9 promoter activation; 320,000 compounds, 2.8% hits; Potency, µM (series often up to 9.22 µM), for inactives: at the highest dose activation, negative = inhibition, usual class: activators; Huh7 Rab9 promoter-luciferase reporter, luminescence, 24 h; also: % of control where 0% means no effect; nearly all actives have a fitted effect of over 60% in size
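Rab9 promoter-driven luciferase in stably transfected Huh7 cells; 1500 cells/well rested 2 h, exposed to compound in DMSO for 24 h at 37 °C, 5% CO2. Luminescence read 10 min after adding luciferase reagent at ambient temperature.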
NPC1 prom act: NPC1 promoter activation. Huh7 NPC1 promoter luciferase reporter, 24 h. Potency, µM (doses to about 9.22 µM), for the others: top-dose activation, hits mostly activators. 320,000 compounds, 2.4% hits. AID 485313;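 also: % of control where 0% means no effect; nearly all actives have a fitted effect of over 60% in size; reporter is driven by a mutant NPC1 promoter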
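Quantitative HTS used a cell-based reporter: Huh7 cells stably bearing the NPC1 promoter upstream of luciferase were treated with compounds for 24 h, and promoter activation was read as luminescence.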
Gal4-VP16 FLuc: Gal4-VP16 reporter inhibition counter-screen. 310,000 compounds, 3.5% hits. Potency, µM (top dose mostly 53.6 µM), without a hit: at the highest dose activity, negative = inhibition, actives largely listed as inhibitors. Drosophila S2 Gal4-VP16 UAS-luciferase, luminescence, 20 h;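 also: Gal4-VP16 expression switched on by copper sulfate through the metallothionein promoter; % is scaled to controls: 0 for no effect and ±100 for the full control effect; nearly all actives have a fitted effect of over 50% in size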
uPA generation: blocks generation of uPA at the cell surface | cell surface uPA generation assay, qHTS | Potency, µM (titrated, usually from 38.3 µM), for the others: at the highest dose activity change, negative = inhibition, usual class: inhibitors | 330,000 compounds, 0.31% hits; active = well fitted inhibition curve with a large enough effect; inconclusive = small, poorly fitted or top-dose-only effect; inactive = no such curve, though single readings can be large or run the other way; tested in mouse RAW 264.7 cells; also: % is scaled to controls: 0 for no effect and ±100 for the full control effect; nearly all actives have a fitted effect of over 55% in size
MBNL1 CUG block: MBNL1-poly(CUG) RNA binding inhibition. Q9NR56. TR-FRET MBNL1-His/biotin-(CUG)12 binding, 665/545 ratio. Potency, µM (doses to about 57.5 µM), inactives show top-dose activity change, negative = inhibition, hits mostly inhibitors. 280,000 compounds, 0.036% hits. AID 2675; active = well fitted inhibition curve with a large enough effect in the signal ratio, with a control signal flat, not every such curve was filed as active; inconclusive = small, poorly fitted or top-dose-only effect, or effect the other way, or a change in a side signal; inactive = no such curve, though single readings can be large or run the other way; the % refers to the signal ratio; also: % is scaled to controls: 0 for no effect and ±100 for the full control effect
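Compounds (final 92 nM to 58 uM) are added to His-tagged MBNL1 and biotin-(CUG)12, then terbium anti-His antibody and streptavidin-XL665 (5 nM final). After 60 min at room temperature, the 665/545 nm ratio is read.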
* hit, by the source's call; ? = inconclusive; / = no result given; [ ] = another dose, or the depositor's remark. Unless noted, calls follow the shape of the dose curve; as a rule, active = well fitted curve in the direction sought with a large enough effect; inconclusive = small, poorly fitted or top-dose-only effect, or another doubt; inactive = no such curve, though single readings can be large; an effect the other way counts as inactive or inconclusive. Potency is read from the fitted curve at half-maximal effect.

SMILES | ELG1 genotoxic | RORg inh | p53 reactivation | BRCA1 expr up | FLuc counter | Rab9 prom act | NPC1 prom act | Gal4-VP16 FLuc | uPA generation | MBNL1 CUG block
COc1ccccc1C(C)NC(=O)Cc1ccsc1 (stereo unspecified) | 2% | 5% | 1% | -1% | 0% | 3% | -5% | 7% | -1% | -4%
CCCNC(=O)c1nnsc1Sc1ccc(Cl)cc1 | 9% | ? | 0% | 77% | ? | 19% | 7% | 11% | 0% | 2%
Cn1nc(-c2ccccc2)c2cc([N+](=O)[O-])ccc21 | 0% | -15% | -37%[inhibitor] | -17% | 6% | -3% | 4% | -10% | -9% | ?
COc1ccc(-c2csc(C3=C(O)CN(Cc4ccc(Cl)cc4)C3=N)n2)cc1OC | 12% | -15% | -1% | 0% | -19% | -5% | -1% | -15% | / | 30%[activator]
CC1CCC(NC(=O)C(=O)Nc2ccc3c(c2)OCO3)CC1 (stereo unspecified) | 4.1µM* | 2% | ? | 2.8µM* | 7.6µM* | 0.71µM* | 2µM* | ? | -1% | 2%
CSc1nnc(Cc2cc(=O)[nH]c(=O)[nH]2)n1-c1cc(C)ccc1C | -1% | ? | -1% | 0% | 0% | 4% | 2% | 9% | -1% | -1%
CCOc1ccc(C(=O)Nc2ccccc2-c2ccccc2)cc1Cl | 0% | 23% | -2% | -37% | -2% | 2% | -3% | -8% | / | 5%
CCS(=O)(=O)CCSc1nc2c(cc1C#N)CCCC2 | 16% | -3% | 4% | 37% | 0% | -1% | -1% | 16% | -2% | 12%
COc1c(Cl)cc(Cl)cc1CNCCO | -2% | -2% | -12% | -8% | 4% | 1% | 0% | 8%[10 µM] | 6% | -3%
CCOC(=O)N1CCN(c2c(-c3ccccc3)c3cc(Cl)ccc3[nH]c2=O)CC1 | -7% | ? | -3% | -7% | -2% | 5% | -2% | -8% | 7% | -18%
C[C@H](NS(=O)(=O)c1ccccc1)C(=O)OCC(=O)NC(=O)Nc1ccc2c(c1)OCCO2 | 10% | -1% | ? | 78% | ? | 12% | 11% | 1% | 1% | ?
CC1(C)CNc2cc(N)ccc2S1 | 6% | -3% | -5% | 99% | ? | 27% | 10% | -20% | 2% | 3%
CCCCN(C(=O)C1CCC1)c1c(N)n(CC(C)C)c(=O)[nH]c1=O | -2% | / | 5% | -20% | 7% | 0% | -1% | / | 1% | /
Nc1nc(Cl)cc(NCCc2ccccc2)n1 | -4% | ? | 0% | / | -17% | 18% | 11% | 1% | / | -4%
CCC1=NN(C(=O)c2cccc(Br)c2)C(O)(c2ccc(Br)cc2)C1 (stereo unspecified) | -7% | -7%[10 µM] | 5% | -56% | -18% | -7% | -7% | -14% | -23% | /
COc1cccc(C(=O)NC2CCN(C(=O)N3CCCCC3)CC2)c1 | -6% | 11% | -5% | 0% | -2% | 8% | -8% | -1% | 3% | 3%
COc1cc(/C=C/C(=O)O)cc(S(=O)(=O)NCCCC(=O)O)c1OC | 2% | 22% | 1% | 3% | -1% | 12% | -9% | -10%[10 µM] | 3% | ?
Cn1c(SCC(=O)N2CCCC2=O)nc2ccccc2c1=O | 1% | / | -2% | -1% | / | / | / | / | 0% | /
O=C(Cn1c(=O)c2cccn2c2ccccc21)NCc1cccc(F)c1 | 0% | 5% | -1% | 26% | 3% | 8% | 7% | 1% | 0% | -5%
O=C(/C=C/c1ccc(O)cc1)OCc1occc(=O)c1O[C@@H]1OC(CO)[C@@H](O)[C@H](O)[C@@H]1O (stereo partly specified) | 1% | -4% | -4% | -5% | -1% | -3% | -3% | 13% | 1% | 30%[activator]
CCCNC(=O)c1ccc2c(c1)ncn2-c1ccccc1OC | 25% | 28%[0.365 µM] | 5% | 47% | -18% | 5% | 0% | / | 4% | 4%
COC(=O)C1=C(C)OC(N)=C(C#N)C1c1cc(C)sc1C (stereo unspecified) | 6% | -41% | 0% | -13% | 4% | 1% | 5% | 10% | -2% | -21%
O=C(CNCc1ccc(F)cc1)Nc1cc(S(=O)(=O)N2CCOCC2)ccc1Cl | -6% | / | -1% | 0% | / | / | / | / | 3% | /
COc1ccc2c(c1)C(=O)N1[C@H]3c4cc(C)ccc4OC[C@@H]3[C@H](c3ccccc3)[C@]1(C)C(=O)N2 | 0% | / | -11% | -66% | -2% | -1% | -9% | / | ? | /
CCc1ccccc1NC(=O)CCNC(=O)Cn1ccc2ccccc2c1=O | -5% | ? | 0% | -9% | -1% | 1% | 1% | -15% | 3% | -5%
Cc1ccc(N2C(=O)CC(Sc3ncn[nH]3)C2=O)cc1 (stereo unspecified) | 4% | ? | 18% | 14% | -1% | 3% | 0% | ? | -6% | -2%
CCOC(=O)C1CCCN(C2CCN(Cc3nc(-c4ccccc4)no3)CC2)C1 (stereo unspecified) | -5% | 6% | 0% | -42% | -1% | -2% | 6% | -1% | -2% | -3%
COc1ccc(CNC(=O)CN(C(=O)CCC(=O)Nc2ccccn2)c2ccc3c(c2)OCO3)cc1 | -3% | 2% | 3% | 4% | 3% | 0% | -27% | 9% | 9% | -3%
CN(c1ccccc1)S(=O)(=O)c1cc(C(=O)OCC(N)=O)ccc1Cl | -1% | -4% | -2% | 0% | -1% | 2% | -3% | 5% | -8% | 0%
O=C(Nc1ccc(F)cc1F)c1ccc(S(=O)(=O)NCc2ccco2)cc1 | -4% | / | -2% | -17% | / | / | / | / | 1% | /
Cc1cccc(-n2nc(C)cc2N)c1 | 2% | 8% | -4% | 9% | -15% | 8% | 12% | -1% | / | 1%
CCc1ccccc1Nc1nc2ccccc2n1C | -4% | 10µM* | -1% | 50% | -5% | -2% | 2% | ? | 3% | -8%
Cc1cccc(C)c1NC(=S)N=Nc1c(O)n(C)c2ccc(S(=O)(=O)N3CCOCC3)cc12 | 5% | 1.3µM* | -3% | -37% | -1% | -11% | -4% | 4.5µM* | 0% | 4%
CCc1ccc(NC(=O)CCC(=O)c2ccc(C)cc2)cc1 | -2% | -3% | -1% | -12% | -3% | -2% | -2% | 4% | 3% | -2%
O=C(COC(=O)c1ccccc1NS(=O)(=O)c1cccs1)NCC12CC3CC(CC(C3)C1)C2 | -2% | 74% | 4% | -27% | -1% | -1% | 1% | -2% | 4% | 3%
Cc1cc(C2C(C#N)=C(N)Oc3n[nH]c(C)c32)c(C)s1 (stereo unspecified) | -1% | 10µM* | 0% | 1% | -5% | 6% | 8% | 11µM* | 0% | 7%
COc1ccc(CNC(=O)Cn2cnc3c(SC)nc(N)nc32)cc1 | -2% | / | 9% | -6% | / | / | / | / | -12% | /
O=C(OCC(=O)N(c1ccccc1)C1CCCCC1)c1ccc(CO)cc1 | -1% | / | -4% | -12% | -2% | -4% | -3% | / | 8% | /
COc1cccc(NC(=O)CSc2nncn2-c2ccccn2)c1 | 1% | 11% | 3% | -2% | -2% | 3% | 1% | -24% | 2% | -10%
O=C(Cc1ccc(Cl)c(Cl)c1)N1CCOCC1 | -1% | -29% | 7% | 23% | -1% | -8%[1.84 µM] | 0% | 7% | 0% | -17%
CCn1c(SCC(=O)Nc2cc(Cl)ccc2OC)nnc1C1CC1 | 0% | 41% | -2% | -8% | 2% | -4% | -3% | -3% | -1% | -2%
CCOc1ccc(C(=O)NC2CC(=O)N(c3ccc4c(c3)OCCO4)C2)cc1 (stereo unspecified) | 8% | / | -3% | 18% | 1% | -4% | -2% | / | -2% | /
COc1cccc(-n2c(SCC(N)=O)nc3c([nH]c4ccccc43)c2=O)c1 | 14% | 7% | 6% | -79% | -12% | 2% | 1% | 0% | -6% | 9%
CS(=O)(=O)N(CC(=O)N1CCN(Cc2ccc3c(c2)OCO3)CC1)c1ccc2c(c1)OCO2 | -10% | -21% | -6% | -25% | 0% | -6% | -3% | 5% | 2% | -4%
CC(C)(C)[C@@H]1COC(=O)[C@H](Cc2ccc(F)cc2)CC/C=C\C[C@H](CC(=O)N(CCO)Cc2ccccc2)C(=O)N1 | -5% | / | 8% | -35% | / | / | / | / | -14% | /
Cc1ccc(S(=O)(=O)C2(C(=O)Nc3ccc(Br)cc3)CC2)cc1 | -10% | 2% | -3% | -11% | 4% | 1% | 1% | -1% | 0% | -12%
CCOC(=O)CSCc1nc(-c2ccc(Cl)cc2)oc1C | 3% | 10µM* | -10% | 0% | 17µM* | -8% | 2% | ? | 15% | 6%
CCOC(=O)N1CCN(C(=O)c2cc(COc3ccc4ncccc4c3)on2)CC1 | -13% | ? | 2% | 3% | -7% | -37%[inhibitor] | -22% | 7.1µM* | -7% | 16%
